F508del corr: correctors of CFTR F508del function in bronchial epithelial cells. CFBE cells, YFP halide quenching; stimulated with forskolin plus potentiator P3; % fluorescence drop versus neutral controls. activity (quench increase), % at 7.58 µM. 350,000 compounds, 0.36% hits. AID 720511;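 active = mean added fluorescence quench of at least 8% versus neutral control, with both replicates also reaching 8%; inconclusive = only one of the mean or replicate conditions met; inactive = mean below 8% and not both replicates reaching 8%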;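 also: cells transiently co-express mutant CFTR-F508del with the halide-sensitive YFP; corrector assay measuring rescue of mutant channel to the surface after 24 h compound exposure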
miR122 inh: inhibitors of miR-122 in Huh7 cells | Huh7 miR-122 Renilla luciferase sensor, 48 h; neutral wells = 0, positive control = 100 | activation (reporter increase), % at 12.5 µM | 340,000 compounds, 0.3% hits | AID 602342;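 active = mean replicate activation score at least 90 and every replicate individually at or above 90; inconclusive = only one of the two criteria met; inactive = neither criterion met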;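 also: higher luciferase means less miR-122 activity so hits act as miR-122 inhibitors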
PAX8 reporter: inhibitors of PAX8 transcriptional activity in RMG-I cells. RMG-I TPO-luciferase reporter, SteadyGlo, 24 h. inhibition, % at 12.6 µM. 360,000 compounds, 1.2% hits. AID 652154;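 active = mean replicate inhibition at least 60% with every replicate also reaching 60%; inconclusive = only one of the two criteria is met; inactive = mean below 60% and not all replicates reaching 60%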;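 also: luciferase light reporting Pax8 driven TPO promoter activity; plate controls were median of neutral control wells for no effect and mitoxantrone controls for full effect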
FN deposition inh: fibronectin deposition inhibition | inhibition, % at 12.6 µM | AID 743247 | 350,000 compounds, 0.086% hits | AH1F fibroblasts, Alexa488-fibronectin deposition fluorescence, overnight;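 active = mean inhibition across replicates of 30% or more, regardless of how many single replicates reach that level; inconclusive = mean under 30% yet at least half of replicates reach 30%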;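 also: positive control wells lacked labelled fibronectin entirely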
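Assay system: AH1F fibroblast monolayer, labelled fibronectin deposition. Amount: 10000 cells per well. Also added: labelled fibronectin 24 nM. Compound: single-point pinned compound. Incubation: cell attachment 1 h, compound and FN exposure overnight. Detection: fluorescence after three HBSS washes, excitation 485 nm, emission 525 nm. Read-out: inhibition of fibronectin deposition signal.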
EWS-Fli inh: EWS/Fli transcriptional activity inhibition | A673 NR0B1-luciferase reporter, viability-normalised | inhibition, % at 12.6 µM | 350,000 compounds, 0.67% hits | AID 651661;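 active = mean inhibition of at least 50% after viability correction, with every replicate also passing that limit; inconclusive = mean reaches 50% but only one of two replicates passes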;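 also: firefly luciferase signal divided by Alamar Blue viability fluorescence both relative to DMSO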
INS-1E GSIS act: GLuc luminescence reporter in INS-1E cells, primary screen for activators of glucose-dependent secretion of insulin | INS-1E GLuc reporter insulin secretion, 2-3 h | activation, % at 16.6 µM | 370,000 compounds, 0.61% hits | AID 743287;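 active = lowest replicate activation of at least 40%, so every replicate reaches that level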;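 also: 0% = median of neutral control wells and 100% = median of IBMX positive control wells; some compounds called inactive have numbers as strong as hits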
DENV2 CPE rescue: DENV2-induced cell death inhibition; CPE inhibition, % at 9.99 µM; 350,000 compounds, 1.7% hits; DENV2-infected cells, cytopathic effect rescue, plate reader; in the data active = CPE inhibition above about 20%, passing the limit was not always enough; inconclusive = no clear call, values can overlap the other calls; tested in BHK-21 cells;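 also: 0% = median of neutral control wells and 100% = median of positive control wells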
* marks the source's active call; other numbers are inactive results; u = inconclusive; x = not tested or not shown; [ ] = dose if it differs, or a comment. Compounds as they come. Share with any hit: about 3.9%.

SMILES	F508del corr	miR122 inh	PAX8 reporter	FN deposition inh	EWS-Fli inh	INS-1E GSIS act	DENV2 CPE rescue
C[C@H]1CN([C@@H](C)CO)C(=O)Cc2cc(NS(=O)(=O)c3cn(C)cn3)ccc2O[C@@H]1CN(C)Cc1ccc(C(=O)O)cc1	-1.5	1.2[16.7 µM]	9.2	x	-4.9	8.5	-3.2
COc1ccc(C2=NS(=O)(=O)N(C)C(C(=O)NCc3ccco3)=C2)cc1OC	2.0	-7.1	-8.3	0.7	-4.4	12.4	11.0
Cc1cc(C(=O)NCc2cccs2)ccc1[N+](=O)[O-]	x	x	-29.9	9.3	x	9.5	x
C[C@H](CO)N1C[C@H](C)[C@@H](CN(C)S(=O)(=O)c2ccc(F)cc2)OCCCC[C@H](C)Oc2ccc(NS(=O)(=O)c3ccc(F)cc3)cc2C1=O	-1.8	-0.7[16.7 µM]	33.3	2.3	7.5	-32.5	14.6
CC=Cc1ccc2n(c1=O)C[C@@H]1[C@@H](CO)[C@H](C(=O)NCC3CC3)N(Cc3ccccn3)[C@H]21 (mixture of isomers)	0.4	2.7[16.7 µM]	-21.5	x	5.9	0.1	u
COc1cccc(-c2cc(C(=O)N3C(C)CCCC3C)no2)c1 (stereo not drawn)	x	4.6	x	-0.3	x	-5.9	x
O=C(CCNC(=O)c1ccc(Cl)cc1)Nc1ccc(S(=O)(=O)N2CCOCC2)cc1	2.3	12.1	14.4	5.2	9.8	-14.1	-9.4
Cc1ccc(S(=O)(=O)N(C)C[C@@H]2OCCCC[C@H](C)Oc3ccc(NC(=O)Nc4ccc(C(F)(F)F)cc4)cc3C(=O)N([C@H](C)CO)C[C@H]2C)cc1	3.6	3.3[16.7 µM]	61.4*	-0.3	9.6	41.4	7.9
Cc1cc(=O)[nH]c(N/N=C/c2ccc(OC(=O)c3ccco3)cc2)n1	1.8	x	-4.2	-7.6	-2.7	3.2	1.5
O=C1NN(c2ccccc2)C(=O)/C1=C/c1ccc(Sc2cccc3ccccc23)o1	x	x	1.5	2.5	x	-11.9	x
CC(C)C(NC(=O)c1ccccc1F)C(=O)Nc1ccc2c(c1)OCO2 (stereo not drawn)	1.7	x	-5.9	3.2	-20.2	3.8	6.0
COc1ccc2cc(S(=O)(=O)N3CCCCCC3)ccc2c1	0.2	37.1	-6.0	-15.5	-9.2	-11.3	-4.4
O=C1Nc2cccc3c2N(CCC3)C2=C1CCC2	3.2	-10.8	8.4	1.1	-5.3	-0.4	3.1
Cc1cccc(OCC(=O)Nc2nc3ccc([N+](=O)[O-])cc3s2)c1C	x	-1.7	x	-2.8	x	-13.1	x
COc1ccccc1CN(C)c1ccc(S(=O)(=O)N2CCN(C)CC2)cn1	5.3	11.2	0.7	11.8	4.9	-1.0	-5.8
COc1ccc(CNC(=O)C[C@H]2C[C@@H]3c4cc(NS(C)(=O)=O)ccc4O[C@@H]3[C@H](CO)O2)cc1	0.5	3.8[16.7 µM]	x	-3.6	-7.1	-1.9	0.4
COc1ccc(NC(=S)N2CCN(Cc3ccco3)CC2)c(OC)c1	x	x	-2.3	6.4	x	2.6	-0.2
CCOc1ccc(NC(=O)CN2C(=O)S/C(=C/c3cccn3C)C2=O)cc1	1.0	x	0.0	x	3.3	-1.4	-3.2
C[C@H]1CCCCO[C@H](CN(C)C(=O)CCCN(C)C)[C@@H](C)CN([C@@H](C)CO)C(=O)c2cc(NC(=O)C3CCCCC3)ccc2O1	-2.7	-1.6[16.7 µM]	x	x	-5.7	8.5	-3.2
COc1ccc(NC(=O)COC(=O)/C=C/c2cccs2)c(OC)c1	-2.0	x	-3.7	0.4	1.2	-3.7	-9.6
NC(=O)c1ccc(NC(=O)COC(=O)c2ccc3c(c2)OCCO3)cc1	0.4	x	-12.5	9.2	4.8	14.1	-10.6
COCCNC(=O)NC12CC3(C)CC(C)(CC(C)(C3)C1)C2	10.1*	x	20.7	-5.2	-5.1	13.8	4.6
CCc1nn(CC(=O)NCCCc2ccccc2)c(=O)c2cc3c(OC)cccc3n12	-2.3	-4.0	-9.5	-3.9	-5.9	8.8	0.3
O=C1O[C@H](c2ccccc2)[C@H](c2ccccc2)N2[C@H]1[C@@H](C(=O)N1CCCCCCC1)[C@]1(C(=O)Nc3ccc(C#CC4=CCCCC4)cc31)[C@H]2c1ccc(OCCO)cc1	1.1	x	2.1	x	-6.7	x	x
O=C(c1ccc(NS(=O)(=O)c2ccc3[nH]c(=O)[nH]c3c2)cc1)N1CCCC(C(F)(F)F)C1 (stereo not drawn)	-2.4	x	-0.6	8.1	4.3	-2.7	7.5
Cc1ccc(S(=O)(=O)Nc2ccc3c(c2)CC(=O)N([C@@H](C)CO)C[C@@H](C)[C@H](CN(C)Cc2ccc(C(F)(F)F)cc2)O3)cc1	2.9	-5.7[16.7 µM]	63.1*	x	32.9	-0.2	x
Cc1cc(=O)[nH]c2nnc(-c3ccc(Br)cc3)n12	2.3	-5.3	-30.9	-7.2	-28.3	5.1	-3.6
Cn1cc(/C=C/C(=O)N2CCCC(C(=O)c3cccc4ccccc34)C2)cn1 (stereo not drawn)	1.6	-1.6	-2.6	10.5	-1.0	x	-0.9
O=C(c1ccc(Cn2c(=S)[nH]c3ccc(Br)cc3c2=O)cc1)N1CCN(C2CCCCC2)CC1	1.7	-5.6	9.6	-3.4	-1.6	x	-1.8
O=C(c1ccc([N+](=O)[O-])cc1)N1CCSC1c1ccccc1 (stereo not drawn)	x	x	-11.2	0.3	x	20.8	x
Cc1nn(-c2ccc(N3CCOCC3)nn2)c(C)c1CCC(=O)NCc1ccccc1	0.5	-0.6	7.7	-27.7	x	5.0	-3.6
O=C(CN1C(=O)NC2(CCCc3ccccc32)C1=O)NC1CCCCC1 (stereo not drawn)	0.9	-7.4	-9.8	-11.0	-3.5	-0.9	7.7
CC1CN(c2cc(=O)n(-c3ccccc3)c(=O)[nH]2)CC(C)O1 (stereo not drawn)	1.7	x	-12.9	1.4	-1.6	x	-1.4
Cc1nn2c(N3CCCC3)cc(C(C)C)nc2c1-c1ccccc1	x	-5.2	-14.2	8.8	x	x	x
CO[C@H]1CN(C)C(=O)c2cc(NC(=O)C3CC3)ccc2OC[C@@H](C)N(C)C[C@H]1C	-1.2	x	-4.0	-6.4	-9.3	19.1	1.0
COc1cccc(CNC(=O)COC(=O)c2nc(Cl)c(Cl)c(Cl)c2Cl)c1	-1.3	5.1	7.2	17.0	27.2	-0.2	-5.4
O=C(Nc1ccccc1F)N1CCCCN2[C@@H](CO)[C@H](c3ccc(C#Cc4cccnc4)cc3)[C@@H]2C1	2.7	0.1[16.7 µM]	-8.6	x	8.5	-16.2	9.3
O=C(Nc1ccccc1)Nc1cccc(NC(=O)Nc2ccccc2)c1F	0.8	-0.7	-20.8	-2.6	-44.5	16.3	-1.8
CCc1ccc(-c2cc(C(=O)N/N=C/c3ccccn3)[nH]n2)cc1	-3.7	x	-81.5	13.1	1.9	1.3	1.0
CN(C(=O)CN1CCN(c2cc(-c3cccc4oc5ccccc5c34)ncn2)CC1)c1ccccc1	-2.7	-5.0	12.4	-3.2	-1.5	-19.1	-6.5

An excerpt of these results, comma-delimited.
Molecule,F508del corr,miR122 inh,PAX8 reporter,FN deposition inh,EWS-Fli inh,INS-1E GSIS act,DENV2 CPE rescue
CCc1ccc(-c2cc(C(=O)N/N=C/c3ccccn3)[nH]n2)cc1,-3.7,x,-81.5,13.1,1.9,1.3,1.0
Cc1nn(-c2ccc(N3CCOCC3)nn2)c(C)c1CCC(=O)NCc1ccccc1,0.5,-0.6,7.7,-27.7,x,5.0,-3.6

Single records, as listed above.
Listed for `C[C@H]1CN([C@@H](C)CO)C(=O)Cc2cc(NS(=O)(=O)c3cn(C)cn3)ccc2O[C@@H]1CN(C)Cc1ccc(C(=O)O)cc1` : F508del corr: -1.5; miR122 inh: 1.2[16.7 µM]; PAX8 reporter: 9.2; FN deposition inh: x; EWS-Fli inh: -4.9; INS-1E GSIS act: 8.5; DENV2 CPE rescue: -3.2
Listed for `Cc1nn2c(N3CCCC3)cc(C(C)C)nc2c1-c1ccccc1` : F508del corr: x; miR122 inh: -5.2; PAX8 reporter: -14.2; FN deposition inh: 8.8; EWS-Fli inh: x; INS-1E GSIS act: x; DENV2 CPE rescue: x

The list goes on.
SMILES	F508del corr	miR122 inh	PAX8 reporter	FN deposition inh	EWS-Fli inh	INS-1E GSIS act	DENV2 CPE rescue
Cc1cccc(C(=O)NC2CCCCCCC2)c1	-2.8	-0.1	-248.2	0.3	-91.8	-3.6	0.3
O=[N+]([O-])c1cccc(S(=O)(=O)NCCc2cn3ccccc3n2)c1	-1.7	10.9	-16.7	5.1	7.6	15.7	11.1
COc1ccc(S(=O)(=O)Nc2ccc(-c3ccc(N4CCCC4)nn3)cc2)cc1C	-0.5	56.3	-13.0	2.3	3.8	-0.3	-0.2
C[C@@H]1CCCCO[C@H](CN(C)C(=O)Nc2ccccc2)[C@@H](C)CN([C@H](C)CO)C(=O)c2cc(NC(=O)Nc3ccccc3)ccc2O1	0.4	-6.2[16.7 µM]	8.0	-7.6	x	-4.8	-1.5
Cc1ccc(S(=O)(=O)Nc2c(O)c3ccccc3oc2=O)cc1C	-1.3	6.2	0.2	-3.2	-0.8	4.1	-7.7
CSc1ccc(-c2nc(CN3CCCCC3c3cccnc3)c(C)o2)cc1 (stereo not drawn)	-0.1	3.4	-4.3	-4.5	-0.2	x	-4.1
CCOc1ccc(/C=N/NC(=O)c2ccccc2O)cc1CN1CC2CC(C1)c1cccc(=O)n1C2 (stereo not drawn)	-1.0	-2.3	x	x	-0.5	-18.5	58.1*
O=Cc1ccc(OCc2cn(CC(=O)c3ccc(O)cc3)nn2)cc1	-0.9	-6.9	-2.9	4.4	3.1	-32.3	-5.7
Cc1cc(Br)ccc1NC(=O)CSc1nnc(CN2CCOCC2)n1C	2.9	-1.2	-0.8	6.4	-0.4	19.1	9.5
CN(C)c1ccc(C2CC(c3cccc(NS(C)(=O)=O)c3)=NN2C(=O)c2ccccc2)cc1 (stereo not drawn)	-2.9	4.5	21.0	-2.3	15.3	-2.2	4.2
C[C@@H]1CN([C@H](C)CO)C(=O)c2cc(C3=CCCC3)cnc2O[C@@H]1CN(C)C(=O)Nc1ccccc1	1.0	15.2[16.7 µM]	-6.7	x	-2.7	11.2	34.3*

Screening results deposited in PubChem by Broad Institute.
